Assay outcomes as filed in PubChem.
SENP1 inh: blocks the human SENP1 SUMO protease catalytic domain | 360,000 tested, 0.21% active | inhibition, % at 10 µM | recombinant SENP1 catalytic domain, CyPet-SUMO1-YPet FRET cleavage | AID 624204 | Q9P0U3;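 active means inhibition at least 30% at 10 µM, raw YFP signal under a set limit, fluorescence ratio 0.5 to 1.5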;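 further: 0% = enzyme with DMSO and 100% = no enzyme wells; some results filed as inactive read as strong as hits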
Target sequence (Q9P0U3 419-644 limits assumed): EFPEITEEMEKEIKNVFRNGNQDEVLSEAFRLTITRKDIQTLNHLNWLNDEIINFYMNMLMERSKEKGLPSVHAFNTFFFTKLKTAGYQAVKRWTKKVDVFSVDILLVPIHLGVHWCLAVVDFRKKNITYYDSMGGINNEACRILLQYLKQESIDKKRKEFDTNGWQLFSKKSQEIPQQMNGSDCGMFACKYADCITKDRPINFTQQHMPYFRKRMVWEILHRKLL
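Material – human SENP1 catalytic domain · Input – SENP1 enzyme, 20 pM final · Compound dosing – single concentration of 10 µM compound, 0.5% DMSO final · Timing – enzyme reaction for 50 min at room temperature, dark · Measured by – FRET fluorescence in CFP and YFP emission channels · Control set – no-enzyme wells low, DMSO-plus-enzyme wells high control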
hIAP act: human IAP activation | purified human IAP, CDP-Star luminescence, 30 min; hits give high values; 1 = vehicle-only enzyme, 0 = enzyme-free background | activation factor at 10 µM | 330,000 tested, 0.16% active | AID 2524;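 active means activation factor of the enzyme at least 2-fold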; further: the source names both 10 and 20 µM as test concentration; values of inactives mirror those of a sister screen read the other way
MIN6 prolif: induces beta-cell replication in MIN6 cells | AID 2380 | proliferation, % at 10 µM | 330,000 tested, 0.29% active | MIN6 cells proliferation, ATPlite luminescence, 48 h; cells starved in 0.2% serum; 100% = growth in 10% serum;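 active means compounds whose signal lies at least 3.5 SD above the mean of all wells on their plate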;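 further: 0% = DMSO-treated cells in low-serum medium and 100% = 10% serum control; some compounds called inactive have numbers as strong as hits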
mIAP activ: mouse IAP activation | muIAP, CDP-Star luminescence, 30 min; hits give high values; 1 = vehicle-only enzyme signal, 0 = enzyme-free wells | activation factor at 10 µM | 330,000 tested, 0.24% active | AID 2805;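 active means activation factor of at least 2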; further: the source names both 10 and 20 µM as test concentration; values of inactives mirror those of a sister screen read the other way
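System: Mouse IAP enzyme | Also added: CDP-Star substrate | Dosing: Compounds dispensed in DMSO | Schedule: 30 min enzyme-substrate-compound incubation at room temperature | Technique: Chemiluminescence readout | Control set: DMSO-only wells and no-enzyme negative control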
NALP3 yeast inh: inhibitors of NALP3 inflammasome in yeast; Yeast reconstituted NLRP3/ASC/caspase-1, beta-gal luminescence, 24 h; inhibition, % at 10 µM; 330,000 tested, 0.39% active; AID 2825;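 active means inhibition of 50% or more; inactive means inhibition below 50%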;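 further: plate controls were induced DMSO wells for no effect and uninduced yeast grown without galactose for full effect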
APOBEC3A inh: inhibitors of human APOBEC3A DNA deaminase; recombinant A3A, FAM/TAMRA ssDNA deamination fluorescence; AID 493011; inhibition, % at 20 µM; 330,000 tested, 0.41% active; P31941;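 active means at least 40% inhibition at 20 µM here, with at most 30% in a related deaminase screen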;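 further: plate controls were A3A with DMSO for no effect and wells lacking A3A enzyme for full effect; some results filed as inactive read as strong as hits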
Target sequence (P31941 whole entry, looked up): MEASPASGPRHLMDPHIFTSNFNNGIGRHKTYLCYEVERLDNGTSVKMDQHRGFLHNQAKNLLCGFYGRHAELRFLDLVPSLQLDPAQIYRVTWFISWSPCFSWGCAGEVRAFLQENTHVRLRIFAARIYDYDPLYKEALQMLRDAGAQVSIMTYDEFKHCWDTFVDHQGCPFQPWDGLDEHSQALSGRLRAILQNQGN
APOBEC3G inh: inhibitors of human APOBEC3G DNA deaminase | recombinant A3G, ssDNA deamination FAM/TAMRA fluorescence | inhibition, % at 20 µM | 330,000 tested, 0.28% active;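 active means inhibition of at least 40% at 20 µM, with no more than 30% in the related APOBEC3A deaminase screen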;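 further: plate controls were DMSO wells with A3G for no effect and wells lacking A3G enzyme for full effect; some compounds called inactive have numbers as strong as hits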
Target sequence (Q9HC16 whole entry, looked up): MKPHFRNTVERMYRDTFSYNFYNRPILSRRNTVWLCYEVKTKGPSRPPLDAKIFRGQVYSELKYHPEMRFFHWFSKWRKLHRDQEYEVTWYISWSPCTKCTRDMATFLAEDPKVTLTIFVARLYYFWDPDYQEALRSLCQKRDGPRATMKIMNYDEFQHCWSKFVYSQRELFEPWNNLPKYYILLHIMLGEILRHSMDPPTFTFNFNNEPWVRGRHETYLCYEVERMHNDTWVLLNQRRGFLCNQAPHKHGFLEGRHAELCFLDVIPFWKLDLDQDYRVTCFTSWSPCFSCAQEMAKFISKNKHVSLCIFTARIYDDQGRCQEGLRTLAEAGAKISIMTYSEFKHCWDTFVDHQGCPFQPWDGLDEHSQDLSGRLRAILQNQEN
mIAP block: mouse IAP inhibition; inhibition, % at 10 µM; AID 2806; 330,000 tested, 0.2% active; purified mouse IAP, CDP-Star luminescence, 30 min;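 active means inhibition of at least 40% at 10 µM in the primary screen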;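 further: plate controls were DMSO with enzyme for no effect and no enzyme wells for full effect; values of inactives mirror those of a sister screen read the other way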
hIAP inh: blocks human intestinal alkaline phosphatase. P09923. purified IAP, CDP-Star luminescence, 30 min. inhibition, % at 10 µM. 330,000 tested, 0.12% active. AID 2544;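 active means inhibition reaching a set limit with compound at 10 µM in the primary screen, cut at about 35% in these data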;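 further: plate controls were DMSO wells with enzyme for no effect and no-enzyme buffer wells for full effect; values of inactives mirror those of a sister screen read the other way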
Numbers without * were called inactive. Not all compounds are listed; count on the stated rates, not on these rows.

SMILES	SENP1 inh	hIAP act	MIN6 prolif	mIAP activ	NALP3 yeast inh	APOBEC3A inh	APOBEC3G inh	mIAP block	hIAP inh
COc1ccc(C(=O)NCC(=O)OCc2ccc(Cl)cc2Cl)cc1OC	2	0.97	5	1.2	7	-3	-10	-16	3
COc1ccc(-n2c(SCC(=O)N/N=C/c3ccccc3OCC(=O)O)nc3ccccc3c2=O)cc1	1	1.1	-2	0.91	-7	10	1	9	-7
CCCC[C@H]1COCCS(=O)(=O)N1Cc1cccc(F)c1	1	0.99	-4	0.97	9	4	17	3	1
CCC(Sc1nc(-c2cccc(OC)c2)c(C#N)c(=O)[nH]1)C(=O)Nc1nnc(C(C)C)s1 (configuration not stated)	1	0.98	0	1	17	-2	-6	0	2
Cc1c(NC(=O)c2cccc(F)c2)c(=O)n(-c2ccccc2)n1C	1	1	-1	1.1	10	2	-5	-10	-2
COc1cc(NC(=S)NCCN2CCOCC2)cc(OC)c1OC	0	0.99	-3	0.93	10	0	-2	7	1
CC(=O)NCCC(=O)N(Cc1ccccc1)c1nc2c(C)cccc2s1	1	0.96	-2	1.1	-2	2	0	-10	4
O=C1CN(C(=O)COc2ccc(F)cc2Br)c2ccccc2N1	-6	1.2	1	1.1	-9	4	-14	-9	-15
O=C(NC(=S)N1CCCC1)c1ccccc1Cl	-2	1.1	-1	1	-3	-2	-1	-2	-10
COc1ccc(N2C(=O)C3CCCN3C2c2ccccc2)cc1 (configuration not stated)	1	1	-2	0.97	16	3	-1	3	-3
Cn1nc(OC(=O)Nc2cccc(Cl)c2)cc1C(F)(F)F	2	0.94	-5	3.4*	17	-2	-5	-241	6
S=C(NCCc1ccccc1)N/N=C/c1cccc(Cl)c1Cl	1	0.95	0	0.86	10	0	0	14	5
CCOC(=O)c1ccc(NC(=O)c2nc[nH]c2C(=O)NCCNC(=O)c2[nH]cnc2C(=O)Nc2ccc(C(=O)OCC)cc2)cc1	9	1.4	-6	1	3	-4	-2	-5	-40
O=C(Nc1ccc2nc(-c3cccnc3)[nH]c2c1)c1ccco1	1	1	-2	0.93	0	1	0	7	-3
NS(=O)(=O)c1cc(C(=O)NC2CCSc3ccccc32)ccc1Cl (configuration not stated)	0	0.91	1	0.28	6	97	80	72*	9
[O-]c1c[n+](-c2ccccc2)no1	-4	0.98	0	1	9	0	2	-3	2
C#CC(CC)(CC)NC(=O)/C=C/C(=O)O	0	1.2	-1	0.95	28	-2	-2	5	-18
c1coc(CNCc2cccs2)c1	-2	1	0	1.1	-2	-2	-2	-5	-4
C/C(=N\NC(=O)Cn1ccc(C(F)(F)F)n1)c1ccco1	-1	0.92	1	0.99	17	-4	-4	1	8
CC(=O)Nc1ccc(S(=O)(=O)N2CCC(N3CCCCCC3)CC2)cc1	1	0.89	-2	0.96	14	-3	-9	4	11
COc1ccc(S(=O)(=O)N2CCN(CCCOc3ccc(F)cc3)CC2)cc1OC	1	0.89	1	1	16	11	-2	0	11
CN(C(=O)COC(=O)CCC(=O)c1ccc(Cl)cc1)c1c(N)n(Cc2ccccc2)c(=O)[nH]c1=O	-6	1.2	-2	1	11	-1	-10	-3	-19
Cc1ccc(C(=O)Nc2ccc3c(c2)C(=O)NC3=O)cc1	-5	0.9	1	1.1	9	1	-4	-7	10
COc1ccc(C(O)(CC(C)C)C(CN2CCOCC2)c2ccccc2)cc1 (configuration not stated)	3	0.83	1	0.93	16	-2	-7	7	16
N#Cc1ccc(CSc2ccc(S(=O)(=O)N3CCCC3)cn2)cc1	3	1	2	0.99	9	-3	-3	1	-3

Complete entries, quoted from the list. Order of screens: SENP1 inh | hIAP act | MIN6 prolif | mIAP activ | NALP3 yeast inh | APOBEC3A inh | APOBEC3G inh | mIAP block | hIAP inh
COc1ccc(N2C(=O)C3CCCN3C2c2ccccc2)cc1 (configuration not stated) across the screens: 1 | 1 | -2 | 0.97 | 16 | 3 | -1 | 3 | -3
O=C(Nc1ccc2nc(-c3cccnc3)[nH]c2c1)c1ccco1 across the screens: 1 | 1 | -2 | 0.93 | 0 | 1 | 0 | 7 | -3

Further compounds follow.
SMILES	SENP1 inh	hIAP act	MIN6 prolif	mIAP activ	NALP3 yeast inh	APOBEC3A inh	APOBEC3G inh	mIAP block	hIAP inh
N/C(=N\OC(=O)CC1CCCCC1)c1ccc(Br)cc1	2	1	-1	0.98	23	-4	-5	2	0
COc1ccc(NC(=O)CSc2nnc3ccc(-c4cccnc4)nn23)cc1OC	0	0.99	-2	0.98	16	-2	-5	2	0
Cc1ccc(CC(=O)Nc2ccc(OC(F)F)c(Cl)c2)cc1C	1	0.89	-4	1.4	26	0	-1	-39	11
Cc1c(C)n(O)c2ccc3nonc3c12	-34	1.1	0	0.78	18	-3	-7	22	-6
C=CCNc1nnc(SCC(=O)Nc2ccccc2OC)c2ccccc12	3	0.96	-3	0.87	18	-1	-3	13	4
Cc1cccc(Nc2nc(NCC3CCCO3)nc(N)c2[N+](=O)[O-])c1 (configuration not stated)	0	1.1	0	1	22	0	-4	-5	-9
COc1cccc(-c2nc3c(c(SCC(=O)N4CCOCC4)n2)Cc2c(CO)cnc(C)c2O3)c1	-3	0.97	-1	0.99	3	3	3	1	3
O=c1cc(CN2CCN(Cc3ccccc3)CC2)c2cc3c(cc2o1)CCC3	-4	0.88	-2	0.93	23	0	0	7	12
N#C/C(=C/c1ccco1)c1nc2ccccc2s1	-28	1	0	0.87	36	1	-8	13	-2
COc1ccccc1C(CNc1ncccc1[N+](=O)[O-])N(C)C (configuration not stated)	-10	1.1	-1	1	10	3	6	-5	-11
CCCN(C(=O)Cn1c(C(F)(F)F)nc2ccccc21)C1CCS(=O)(=O)C1 (configuration not stated)	2	0.98	0	1	4	3	-3	-3	2
CCOC(=O)[C@H]1NN=C(C(=O)OC)[C@@H]1c1ccccc1	0	0.93	0	1	9	2	0	-2	7
O=C(Nc1ccccc1)Nc1ccccc1C(=O)NCCCN1CCOCC1	1	1.2	0	1.1	-6	-8	-6	-10	-17
Cc1cc(C)n2nc(S(=O)(=O)Nc3c(Cl)cccc3Cl)nc2n1	2	0.91	-1	0.98	3	-1	-2	2	9
CSCCC(NS(=O)(=O)c1ccc(Cl)c(Cl)c1)C(=O)O (configuration not stated)	2	0.89	-4	1.1	-1	-3	-7	-12	11
CCC1SC(CC)C(=O)N(CC(=O)NCc2ccc(F)cc2)C1=O (configuration not stated)	1	1.3	-6	1.1	5	-9	-3	-9	-30
CCOC(=O)c1ccc(N2C(=O)C(C)=C(C)C2=O)cc1	1	1	-2	0.98	-52	2	-3	2	-2
CC(=O)C(C)Sc1nnc(-c2ccccc2F)n1C1CC1 (configuration not stated)	1	0.89	0	1.1	15	2	-10	-8	11
CC(C)N(Cc1ccccc1)C(=O)c1cnc2n(c1=O)CCS2	2	0.88	1	0.89	14	-4	-7	11	12
COc1ccc(Cl)cc1C(=O)OCC(=O)Nc1sccc1C(N)=O	-5	1.1	5	0.9	15	5	-2	10	-10
Cc1ccc(C(=O)NCCOc2cccc3cccnc23)cc1Cl	4	1.1	-1	0.99	20	0	0	1	-10
CCCCCN(C(=O)CN1CCC(Cc2ccccc2)CC1)c1c(N)n(CCCC)c(=O)[nH]c1=O	-46	1.3	-3	1.1	8	2	-6	-15	-27
COc1cc(C=O)c(Cl)cc1OCC(N)=O	0	0.9	0	1	-67	1	4	-1	10
CC(=O)c1cc2c(cc1NC(=O)c1c(-c3ccccc3)noc1C)OCO2	-3	0.93	-1	0.96	20	-3	-3	4	7
COc1ccc(CCNC(=O)COC(=O)/C=C/c2ccc3c(c2)OCO3)cc1	2	1.1	-4	1	8	3	14	-3	-13

The closing 2 entries of the part before come first, to join the parts:
SMILES	SENP1 inh	hIAP act	MIN6 prolif	mIAP activ	NALP3 yeast inh	APOBEC3A inh	APOBEC3G inh	mIAP block	hIAP inh
CC(=O)c1cc2c(cc1NC(=O)c1c(-c3ccccc3)noc1C)OCO2	-3	0.93	-1	0.96	20	-3	-3	4	7
COc1ccc(CCNC(=O)COC(=O)/C=C/c2ccc3c(c2)OCO3)cc1	2	1.1	-4	1	8	3	14	-3	-13
CCOc1ccc(N2C(=O)Nc3ccccc3C2(O)C(=O)NCc2ccc(F)cc2)cc1 (configuration not stated)	3	1.1	-1	1.2	0	-8	-2	-20	-10
CC1CN(S(=O)(=O)c2ccc(C(=O)Nc3ccc(S(=O)(=O)Nc4ncccn4)cc3)cc2)CC(C)O1 (configuration not stated)	1	1	-4	1.1	3	1	0	-7	-1
Cc1ccc(NS(=O)(=O)c2c(C)[nH]c(C)c2C(=O)N2CCCCC2)cc1C	-1	1.2	2	0.96	13	-3	-5	4	-18
O=Cc1cccn1Cc1ccccc1[N+](=O)[O-]	3	1	2	0.91	7	4	-6	9	-3
CCCCNS(=O)(=O)c1ccc2nc(SCC(=O)Nc3ccccc3)[nH]c2c1	-3	1	0	0.98	1	-2	-10	2	-2
O=C1c2ccccc2C(=O)N1Cc1ccco1	1	1	2	0.94	11	0	-3	6	-1
CS(=O)(=O)N(CC(=O)N1CCCCC1)c1cccc(F)c1	1	0.98	-1	1	-11	-1	-4	-3	2
CCOC(=O)C1=C(COC(=O)c2ccc(Br)o2)NC(=O)NC1C (configuration not stated)	3	0.76	-2	1	12	-2	6	0	24
COC(=O)c1c(NC(C)=O)sc(C(=O)N2CCOCC2)c1C	-1	1.2	-5	1.1	16	1	-6	-6	-18
CCCNC(=O)CN1C(=O)COc2ccc(S(=O)(=O)N3CCCCCC3)cc21	1	0.92	2	1.1	12	-1	10	-13	8

mIAP activ: entries above that show a hit.
| SMILES | SENP1 inh | hIAP act | mIAP activ | NALP3 yeast inh | APOBEC3A inh | APOBEC3G inh | mIAP block | hIAP inh |
| --- | --- | --- | --- | --- | --- | --- | --- | --- |
| Cn1nc(OC(=O)Nc2cccc(Cl)c2)cc1C(F)(F)F | 2 | 0.94 | 3.4* | 17 | -2 | -5 | -241 | 6 |

An excerpt of these results, in CSV form:
SMILES,SENP1 inh,hIAP act,MIN6 prolif,mIAP activ,NALP3 yeast inh,APOBEC3A inh,APOBEC3G inh,mIAP block,hIAP inh
Cc1ccc(NS(=O)(=O)c2c(C)[nH]c(C)c2C(=O)N2CCCCC2)cc1C,-1,1.2,2,0.96,13,-3,-5,4,-18
CS(=O)(=O)N(CC(=O)N1CCCCC1)c1cccc(F)c1,1,0.98,-1,1,-11,-1,-4,-3,2
CCCNC(=O)CN1C(=O)COc2ccc(S(=O)(=O)N3CCCCCC3)cc21,1,0.92,2,1.1,12,-1,10,-13,8
O=C1c2ccccc2C(=O)N1Cc1ccco1,1,1,2,0.94,11,0,-3,6,-1
CCOC(=O)C1=C(COC(=O)c2ccc(Br)o2)NC(=O)NC1C (configuration not stated),3,0.76,-2,1,12,-2,6,0,24
